# WRN helicase inh – blocks human WRN helicase. WRN helicase unwinding, fluorescent forked duplex, kinetic. Potency, µM (highest dose often 114 µM), inactives show at the top dose activity change, negative = inhibition, hits mostly inhibitors. 0.46% of 360,000 active; also: potency is read from the fitted curve at half-maximal effect; % is scaled to controls: 0 for no effect and ±100 for the full control effect; nearly all actives have a fitted effect of over 55% in size
# Target sequence (Q14191 whole entry, looked up): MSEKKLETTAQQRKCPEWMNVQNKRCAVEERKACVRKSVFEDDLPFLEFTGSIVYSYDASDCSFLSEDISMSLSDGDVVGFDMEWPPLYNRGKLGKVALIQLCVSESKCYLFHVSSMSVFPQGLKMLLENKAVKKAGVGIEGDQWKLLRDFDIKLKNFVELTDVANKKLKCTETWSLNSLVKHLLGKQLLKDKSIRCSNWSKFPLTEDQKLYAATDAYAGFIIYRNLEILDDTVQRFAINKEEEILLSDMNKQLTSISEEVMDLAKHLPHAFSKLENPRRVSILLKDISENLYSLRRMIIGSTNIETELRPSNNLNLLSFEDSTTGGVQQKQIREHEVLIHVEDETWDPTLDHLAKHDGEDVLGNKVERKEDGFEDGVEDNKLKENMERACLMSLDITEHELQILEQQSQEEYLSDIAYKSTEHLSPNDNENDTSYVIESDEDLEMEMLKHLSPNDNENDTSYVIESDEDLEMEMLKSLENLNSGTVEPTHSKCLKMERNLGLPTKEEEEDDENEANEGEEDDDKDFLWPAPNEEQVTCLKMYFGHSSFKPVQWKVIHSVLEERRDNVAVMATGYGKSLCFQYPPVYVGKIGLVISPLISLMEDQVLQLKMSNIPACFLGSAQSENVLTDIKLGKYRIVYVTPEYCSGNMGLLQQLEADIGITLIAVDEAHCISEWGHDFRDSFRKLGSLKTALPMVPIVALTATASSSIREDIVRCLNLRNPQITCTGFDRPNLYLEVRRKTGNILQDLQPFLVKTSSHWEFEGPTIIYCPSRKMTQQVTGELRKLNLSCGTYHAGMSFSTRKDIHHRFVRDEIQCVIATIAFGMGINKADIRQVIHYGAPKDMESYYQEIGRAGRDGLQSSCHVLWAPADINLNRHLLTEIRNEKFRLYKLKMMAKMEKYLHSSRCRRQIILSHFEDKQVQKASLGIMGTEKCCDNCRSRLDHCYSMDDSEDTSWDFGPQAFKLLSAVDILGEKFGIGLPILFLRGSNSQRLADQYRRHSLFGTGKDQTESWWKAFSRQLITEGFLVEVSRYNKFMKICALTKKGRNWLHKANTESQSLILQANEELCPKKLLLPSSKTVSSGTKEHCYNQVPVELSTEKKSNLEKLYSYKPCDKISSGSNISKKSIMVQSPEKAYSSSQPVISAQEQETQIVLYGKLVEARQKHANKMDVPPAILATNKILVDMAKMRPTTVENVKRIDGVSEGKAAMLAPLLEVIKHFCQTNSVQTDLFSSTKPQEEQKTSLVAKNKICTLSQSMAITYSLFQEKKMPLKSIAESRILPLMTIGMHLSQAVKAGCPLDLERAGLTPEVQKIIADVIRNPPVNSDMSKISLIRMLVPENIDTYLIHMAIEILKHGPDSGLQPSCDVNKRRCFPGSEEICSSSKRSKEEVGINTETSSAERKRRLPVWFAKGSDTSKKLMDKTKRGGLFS
#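 WRN at 20 nM final was preincubated with compound for 15 min at room temperature; reaction started with 100 nM forked duplex oligonucleotide carrying fluorophore and quencher plus 2 mM ATP (final). Unwinding followed kinetically by red fluorescence (ex 525/em 598 nm).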
# IL-1B inflam inh – blocks inflammasome-driven IL-1 beta release | activity change, % at 57.5 µM | THP-1 LPS/ATP IL-1B secretion, AlphaLISA, 16 h; hits give low values | 4.7% of 360,000 active; in the data active = activity change below about -50%; inconclusive = mostly about -30% to -49%; also: % is scaled to controls: 0 for no effect and ±100 for the full control effect
#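 Secreted IL-1B measured by AlphaLISA bead assay after 16 h compound exposure of THP-1 cells; compounds (final up to 57.5 uM) added 1 h before LPS (250 ng/mL) and ATP (1.25 mM) stimulation; lower signal means less secretion.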
# KB-V1 MDR tox – kills drug-selected multidrug resistant KB-V1 cells; KB-V1 MDR cells viability, CellTiter-Glo, 72 h; Potency, µM (top dose mostly 46.1 µM), for the others: at the highest dose activity change, negative = cytotoxicity, most hits filed as cytotoxic; 3.4% of 400,000 active; AID 1347076; also: potency is read from the fitted curve at half-maximal effect; % is scaled to controls: 0 for no effect and ±100 for the full control effect; nearly all actives have a fitted effect of over 60% in size
#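 KB-V1, DMEM (no phenol red) + 10% FBS; cpd pin-transferred, titration series; 72 h, 37 degrees C; CellTiter-Glo, luminescence. Data normalized, curve-fit.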
# SW480 rerep – inducers of DNA re-replication in SW480 colon cancer cells; SW480 DNA re-replication, Hoechst DNA content imaging, 48 h; Potency, µM (highest dose often 46.1 µM), for the others: top-dose re-replication activation, most hits filed as activators; 1.8% of 340,000 active; also: potency is read from the fitted curve at half-maximal effect; % of control where 0% means no effect; nearly all actives have a fitted effect of over 55% in size
#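 DNA re-replication was detected as more nuclei of elevated Hoechst intensity after 48 hr exposure to compound (23 nL pinned per well of 250 cells).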
# ATXN2 expr inh – ATXN2 expression inhibition; AID 1745845; Potency, µM (titrated, usually from 57 µM), without a hit: at the top dose activity change, negative = inhibition, hits mostly inhibitors; HEK-293 ATXN2-luciferase reporter, luminescence, 24 h; 0.72% of 360,000 active; also: potency is read from the fitted curve at half-maximal effect; % is scaled to controls: 0 for no effect and ±100 for the full control effect; nearly all actives have a fitted effect of over 55% in size
#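 qHTS (up to 57 uM final) was run with 24 h compound exposure of reporter cells at 37 °C. Each well was multiplexed: SteadyGlo luminescence measured ATXN2-luciferase expression after a fluorogenic Gly-Phe-AFC viability readout (25 uM final).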
# KB-3-1 tox – KB-3-1 parental cell cytotoxicity | 1.4% of 400,000 active | AID 1347075 | KB-3-1 viability, CellTiter-Glo ATP luminescence, 72 h | Potency, µM (highest dose often 46.1 µM), for the others: at the top dose activity change, negative = cytotoxic, most hits filed as cytotoxic; also: potency is read from the fitted curve at half-maximal effect; % is scaled to controls: 0 for no effect and ±100 for the full control effect; nearly all actives have a fitted effect of over 60% in size
#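 Parental KB-3-1 viability, qHTS format: 72 h compound exposure, 37 °C; CellTiter-Glo; media-only wells and DMSO plates as controls; concentration-effect fits on corrected data.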
# HT1080NT lethal – kills 2HG-producing HT-1080-NT fibrosarcoma cells. 1.6% of 360,000 active. Potency, µM (titrated, usually from 46.1 µM), for inactives: at the highest dose activity, negative = less viability, actives largely listed as cytotoxic. AID 686970. HT-1080-NT fibrosarcoma viability, CellTiter-Glo ATP luminescence, 48 h;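 also: NT is the 2HG producing partner of a matched IDH1 knockdown line; potency is read from the fitted curve at half-maximal effect; 0% = DMSO-treated cells and -100% = media-only wells without cells; nearly all actives have a fitted effect of over 55% in size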
#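 A 48-hour cytotoxicity screen used HT-1080-NT cells plated 2 hours before compound delivery. ATP-based CellTiter-Glo luminescence measured viability, normalized to DMSO and no-cell controls.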
# HT1080 IDH1KD tx – kills HT-1080 cells with IDH1 knockdown; HT-1080 IDH1 knockdown viability, ATP luminescence, 48 h; Potency, µM (titrated, usually from 46.1 µM), for inactives: at the highest dose activity, negative = toxicity, most hits filed as cytotoxic; 2% of 360,000 active; AID 686971;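 also: potency is read from the fitted curve at half-maximal effect; 0% = DMSO wells and -100% = cell-free medium wells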
#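 % activity derives from luminescence (CellTiter-Glo), normalised to DMSO and no-cell wells. HT-1080-IDH1KD cells, 750/well, had 48 h compound exposure at 37 °C.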
# MCF10A rerep – induces DNA re-replication in MCF 10a normal breast cells; MCF 10A DNA re-replication, Hoechst nuclear intensity, 48 h; Potency, µM (highest dose often 46.1 µM), inactives show at the highest dose activity, positive = re-replication, actives largely listed as activators; 2.9% of 350,000 active; AID 624296; also: potency is read from the fitted curve at half-maximal effect; % of control where 0% means no effect; nearly all actives have a fitted effect of over 50% in size
# * hit, by the source's call; ? = inconclusive; nt = not tested or not shown; & = joins results of further samples; [ ] = dose if it differs, or a comment. Unless noted, calls follow the shape of the dose curve; as a rule, active = well fitted curve in the direction sought with a large enough effect; inconclusive = small, poorly fitted or top-dose-only effect, or another doubt; inactive = no such curve, though single readings can be large; an effect the other way counts as inactive or inconclusive.
SMILES,WRN helicase inh,IL-1B inflam inh,KB-V1 MDR tox,SW480 rerep,ATXN2 expr inh,KB-3-1 tox,HT1080NT lethal,HT1080 IDH1KD tx,MCF10A rerep
CC1CCCCC1NC(=O)CCn1c(=O)sc2ccccc21 (configuration not stated),1%,-3,7%,-10%,nt,-1%,3%,9%,18%
Cc1ccc(NC(=O)CCNS(=O)(=O)c2ccc3c(c2)CCC(=O)N3)cc1,-4%,10,?,8%,3%,21%,17%,28%,-2%
CS(=O)(=O)N(CC(=O)N1CCCCCC1)c1cccc(F)c1,-5%,4,3%,-6%,-5%,7%,1%,1%,?
Cc1cc(C)nc(N/N=C/c2ccccc2OCC(=O)O)n1,-3%[11.6 µM],-7,-4%,-10%,-2%,1%,13%,15%,0%
COc1cccc(NC(=O)CN(C)C(=O)CNC(=O)c2ccc(Oc3ccccc3)cc2)c1,-2%,-96*,-29%,0%,25%,0%,-19%,-21%,9%
CCCCN(C(=S)Nc1cccc(C)c1C)c1c(N)n(CCC)c(=O)[nH]c1=O,7%,15,?,-5%,-6%,3%,-1%,2%,-1%
COc1ccccc1N1CCN(S(=O)(=O)CCNC(=O)CC2CCCC2)CC1,7%,-12,?,nt,nt,-2%,3%,-5%,nt
C[C@H](NC(=O)c1ncn2c1c(=O)[nH]c1ccc(Br)cc12)c1ccccc1,-3%,7,0%,nt,-2%,?,7%,3%,nt
Cc1cccc(NC(=O)C2CC(=O)n3ncnc3N2)c1 (configuration not stated),-3%,12,15%,-3%,1%,7%,17%,9%,0%
Cc1cccc(C(=O)Nc2nnc(Cc3ccccc3)s2)c1,2%,21,0%,-3%,18%,19%,-4%,-4%,0%
Cc1cc(C)cc(NC(=O)C2C3C=CC4(O3)C2C(=O)N(CCCN(C)C)C4C(=O)NC2CCCC(C)C2C)c1 (configuration not stated),5%,-27,5%,-4%,2%,-1%,?,-23%,1%
Nc1cc(Br)c(N)c(Br)c1,-2%,5,?,7%,5%,13%,3%,-2%,92%[0.0737 µM]
O=C(Nc1ccccc1)c1ccc(=O)[nH]n1,12%,0,-2%,-14%,-10%,-9%,14%,29%,-1%
CCOc1ccc(CN(C)CC(=O)Nc2ccccc2C(=O)NC2CC2)cc1,-4%,13,0%,-24%,7%,2%,11%,6%,3%
O=C(NNC(=O)c1cccc2ccccc12)c1ccco1,5%,-3,-12%,15%,0%,24%,1%,0%,2%
Cc1noc(C)c1COC(=O)c1cccnc1Cl,-6%,15,2%,-3%,-8%,5%,1%,2%,4%
Cc1csc(NC(=O)CSc2nnc(-c3ccoc3C)n2Cc2ccco2)n1,-12%,-2,?,0%[9.22 µM],1%,-2%,-7%,-13%,-5%
CCN(CC(=O)Nc1ccc(S(=O)(=O)N2CCCC2)cc1)CC(=O)Nc1ccccc1C(F)(F)F,-3%,?,4%,4%,-3%,?,-3%,-9%,17%
COc1cc(CNn2cn[nH]c2=S)cc(Cl)c1OCc1ccc(F)cc1,3%,18,1%,-7%,-14%,-13%,2%,2%,5%
O=C(C[C@H]1C(=O)N(Cc2cccnc2)C[C@@H]1Cc1ccccc1)Nc1ccccc1,-5%,-24,8%,nt,6%,3%,0%,0%,nt
COc1cc(/C=C(/C#N)c2ccccc2F)ccc1OCc1ccccc1,-16%,-20,-19%,-7%,8%,-3%,9%,0%,?
Cc1noc(C)c1S(=O)(=O)N(CC(=O)NCc1ccccc1)c1ccc(C(C)C)cc1,4%,-3,-11%&-5%,-2%,-8%,-33%&-6%,-2%,-1%,?
Clc1ccc(COc2ccccc2CNCc2cccnc2)cc1,-4%,?,?,12%,?,-10%,?,?,-1%
COc1ccc(C)cc1C(=O)CCC(=O)Nc1ccccc1N1CCOCC1,0%,35,-4%,-1%,3%,0%,0%,1%,6%
Cc1ccc(S(=O)(=O)NCC(=O)OCC(=O)c2cccs2)cc1,-3%,1,17%,-3%,-7%,1%,8%,8%,24%
# New compounds follow
SMILES,WRN helicase inh,IL-1B inflam inh,KB-V1 MDR tox,SW480 rerep,ATXN2 expr inh,KB-3-1 tox,HT1080NT lethal,HT1080 IDH1KD tx,MCF10A rerep
Cc1c(N=N/C(C(=O)Nc2ccccc2)=C(/O)c2ccccc2)c(=O)n(-c2ccccc2)n1C,-14%,-1,-16%,6.5µM*,8%,-9%,2%,-3%,-18%
Cc1ccc(Sc2cc(C(F)(F)F)nc(N(C)C)n2)cc1,5%,-21,20%,8%,-5%,2%,1%,-2%,0%
COc1ccc(/C=N/Nc2ncnc3c2[nH]c2ccccc23)c(OC)c1OC,?,16,7%,-107%[inhibitor],7%,19%,-4%,-3%,?
Cc1sc(NC(=O)C2CSC3(C)CCC(=O)N23)nc1-c1ccccc1 (configuration not stated),-8%,-78*,-18%,18%,7%,-4%,0%,-8%,?
Cc1ccccc1OCC(=O)NCCN(C)C,3%,8,5%,-7%,4%,10%,4%,10%,-4%
COc1ccc(CCNC(=O)CC(c2ccccc2)c2cc(C)ccc2O)cc1OC (configuration not stated),-5%,0,-16%,-9%,?,-1%,-22%,-13%,?
CCn1c(SCC(=O)Nc2nccs2)nnc1-c1ccncc1,-6%,-6,12%,-8%,-13%,-12%,2%,-3%,-2%
C=CCNc1nc(Cl)nc(Nc2ccc(OC)cc2)n1,-6%,0,13µM*,-6%,4%,-24%,?,-27%,3%
CCc1ccccc1NC(=O)CN1CCN(CC(=O)NCc2ccc(Cl)cc2)CC1,-3%,8,-21%,2%,nt,-17%,0%,-10%,2%
CCN(CC)S(=O)(=O)c1ccc(C(=O)NNC2=NS(=O)(=O)c3ccccc32)cc1,-2%,2,-2%,7%,8%,7%,9%,10%,-23%
CCOC(=O)CN1C(=O)N[C@@H](c2cccc(F)c2)C(C(C)=O)=C1C,5%,-8,12%,-2%,-7%,3%,17%,2%,4%
Cc1cnc2cc(Cl)c(Cl)cc2n1,-1%,-14,23%,-4%,2%,-3%,-6%,-1%,2%
COc1ccc(S(=O)(=O)N(C)CC(=O)NCCN2CCOCC2)cc1C,0%,13,1%,-4%,-17%,7%,20%,17%,13%
COc1c(O)c(O)c2oc(-c3ccccc3)cc(=O)c2c1OC,-9%,-9,0%,2%,-8%,-2%,-8%,-3%,3%
CCn1c(CNC(=O)c2ccccc2)nnc1SCC(=O)N1CCN(c2ccccc2)CC1,-7%,-11,-8%,-23%,-1%,11%,4%,3%,1%
COc1ccc(-c2nn(-c3ccccc3)cc2C(=O)Nc2nc(CC(C)=O)ns2)cc1,3%,17,0%,-2%,-5%,8%,-17%,?,4%
Cc1cc(N2CCN(S(=O)(=O)c3ccc(Cl)c(Cl)c3)CC2)c2ccccc2n1,-12%,-12,?,7%,-30%,21µM*,?,?,?
O=c1nc(Nc2ccc([N+](=O)[O-])cc2)[nH]c(=O)[nH]1,2%,12,23%,0%,13%,1%,1%,5%,3%
O=C(NCc1ccccn1)c1ccc(OC2CCN(Cc3ccc(Cl)s3)CC2)cc1,-25%,?,-22%,4%,-33%,?,-6%,-18%,3%

# Part of the list above in order of SMILES length, highest first.
SMILES,WRN helicase inh,IL-1B inflam inh,KB-V1 MDR tox,SW480 rerep,ATXN2 expr inh,KB-3-1 tox,HT1080NT lethal,HT1080 IDH1KD tx,MCF10A rerep
CCN(CC(=O)Nc1ccc(S(=O)(=O)N2CCCC2)cc1)CC(=O)Nc1ccccc1C(F)(F)F,-3%,?,4%,4%,-3%,?,-3%,-9%,17%
CCN(CC)S(=O)(=O)c1ccc(C(=O)NNC2=NS(=O)(=O)c3ccccc32)cc1,-2%,2,-2%,7%,8%,7%,9%,10%,-23%
COc1cccc(NC(=O)CN(C)C(=O)CNC(=O)c2ccc(Oc3ccccc3)cc2)c1,-2%,-96*,-29%,0%,25%,0%,-19%,-21%,9%
CCn1c(CNC(=O)c2ccccc2)nnc1SCC(=O)N1CCN(c2ccccc2)CC1,-7%,-11,-8%,-23%,-1%,11%,4%,3%,1%
CCCCN(C(=S)Nc1cccc(C)c1C)c1c(N)n(CCC)c(=O)[nH]c1=O,7%,15,?,-5%,-6%,3%,-1%,2%,-1%
Cc1csc(NC(=O)CSc2nnc(-c3ccoc3C)n2Cc2ccco2)n1,-12%,-2,?,0%[9.22 µM],1%,-2%,-7%,-13%,-5%
COc1cc(CNn2cn[nH]c2=S)cc(Cl)c1OCc1ccc(F)cc1,3%,18,1%,-7%,-14%,-13%,2%,2%,5%
CS(=O)(=O)N(CC(=O)N1CCCCCC1)c1cccc(F)c1,-5%,4,3%,-6%,-5%,7%,1%,1%,?
Cc1ccc(Sc2cc(C(F)(F)F)nc(N(C)C)n2)cc1,5%,-21,20%,8%,-5%,2%,1%,-2%,0%
Cc1cc(C)nc(N/N=C/c2ccccc2OCC(=O)O)n1,-3%[11.6 µM],-7,-4%,-10%,-2%,1%,13%,15%,0%
CC1CCCCC1NC(=O)CCn1c(=O)sc2ccccc21 (configuration not stated),1%,-3,7%,-10%,nt,-1%,3%,9%,18%
Clc1ccc(COc2ccccc2CNCc2cccnc2)cc1,-4%,?,?,12%,?,-10%,?,?,-1%
C=CCNc1nc(Cl)nc(Nc2ccc(OC)cc2)n1,-6%,0,13µM*,-6%,4%,-24%,?,-27%,3%
Cc1noc(C)c1COC(=O)c1cccnc1Cl,-6%,15,2%,-3%,-8%,5%,1%,2%,4%

# Compound activity: PubChem BioAssay, National Center for Advancing Translational Sciences (NCATS)
